Source: PubChem
SSB-PriA inh: K. pneumoniae PriA-SSBct interaction inhibition; AlphaScreen SSBct-PriA binding, biotinylated peptide; inhibition, % at 33 µM; 430,000 tested, 0.6% active; in the data active = inhibition mostly above about 37%, no sharp cut-off; inactive = mostly below about 20%;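 note: plate controls were negative control peptide for no effect and reference peptide for full effect; strong numbers were not always called active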
TcdB GH inh: TcdB glycohydrolase inhibition. inhibition, % at 9.99 µM. P18177. TcdB glycohydrolase enzymatic assay, plate reader. 350,000 tested, 0.24% active; in the data active = inhibition above about 10%
Target sequence (P18177 whole entry, looked up): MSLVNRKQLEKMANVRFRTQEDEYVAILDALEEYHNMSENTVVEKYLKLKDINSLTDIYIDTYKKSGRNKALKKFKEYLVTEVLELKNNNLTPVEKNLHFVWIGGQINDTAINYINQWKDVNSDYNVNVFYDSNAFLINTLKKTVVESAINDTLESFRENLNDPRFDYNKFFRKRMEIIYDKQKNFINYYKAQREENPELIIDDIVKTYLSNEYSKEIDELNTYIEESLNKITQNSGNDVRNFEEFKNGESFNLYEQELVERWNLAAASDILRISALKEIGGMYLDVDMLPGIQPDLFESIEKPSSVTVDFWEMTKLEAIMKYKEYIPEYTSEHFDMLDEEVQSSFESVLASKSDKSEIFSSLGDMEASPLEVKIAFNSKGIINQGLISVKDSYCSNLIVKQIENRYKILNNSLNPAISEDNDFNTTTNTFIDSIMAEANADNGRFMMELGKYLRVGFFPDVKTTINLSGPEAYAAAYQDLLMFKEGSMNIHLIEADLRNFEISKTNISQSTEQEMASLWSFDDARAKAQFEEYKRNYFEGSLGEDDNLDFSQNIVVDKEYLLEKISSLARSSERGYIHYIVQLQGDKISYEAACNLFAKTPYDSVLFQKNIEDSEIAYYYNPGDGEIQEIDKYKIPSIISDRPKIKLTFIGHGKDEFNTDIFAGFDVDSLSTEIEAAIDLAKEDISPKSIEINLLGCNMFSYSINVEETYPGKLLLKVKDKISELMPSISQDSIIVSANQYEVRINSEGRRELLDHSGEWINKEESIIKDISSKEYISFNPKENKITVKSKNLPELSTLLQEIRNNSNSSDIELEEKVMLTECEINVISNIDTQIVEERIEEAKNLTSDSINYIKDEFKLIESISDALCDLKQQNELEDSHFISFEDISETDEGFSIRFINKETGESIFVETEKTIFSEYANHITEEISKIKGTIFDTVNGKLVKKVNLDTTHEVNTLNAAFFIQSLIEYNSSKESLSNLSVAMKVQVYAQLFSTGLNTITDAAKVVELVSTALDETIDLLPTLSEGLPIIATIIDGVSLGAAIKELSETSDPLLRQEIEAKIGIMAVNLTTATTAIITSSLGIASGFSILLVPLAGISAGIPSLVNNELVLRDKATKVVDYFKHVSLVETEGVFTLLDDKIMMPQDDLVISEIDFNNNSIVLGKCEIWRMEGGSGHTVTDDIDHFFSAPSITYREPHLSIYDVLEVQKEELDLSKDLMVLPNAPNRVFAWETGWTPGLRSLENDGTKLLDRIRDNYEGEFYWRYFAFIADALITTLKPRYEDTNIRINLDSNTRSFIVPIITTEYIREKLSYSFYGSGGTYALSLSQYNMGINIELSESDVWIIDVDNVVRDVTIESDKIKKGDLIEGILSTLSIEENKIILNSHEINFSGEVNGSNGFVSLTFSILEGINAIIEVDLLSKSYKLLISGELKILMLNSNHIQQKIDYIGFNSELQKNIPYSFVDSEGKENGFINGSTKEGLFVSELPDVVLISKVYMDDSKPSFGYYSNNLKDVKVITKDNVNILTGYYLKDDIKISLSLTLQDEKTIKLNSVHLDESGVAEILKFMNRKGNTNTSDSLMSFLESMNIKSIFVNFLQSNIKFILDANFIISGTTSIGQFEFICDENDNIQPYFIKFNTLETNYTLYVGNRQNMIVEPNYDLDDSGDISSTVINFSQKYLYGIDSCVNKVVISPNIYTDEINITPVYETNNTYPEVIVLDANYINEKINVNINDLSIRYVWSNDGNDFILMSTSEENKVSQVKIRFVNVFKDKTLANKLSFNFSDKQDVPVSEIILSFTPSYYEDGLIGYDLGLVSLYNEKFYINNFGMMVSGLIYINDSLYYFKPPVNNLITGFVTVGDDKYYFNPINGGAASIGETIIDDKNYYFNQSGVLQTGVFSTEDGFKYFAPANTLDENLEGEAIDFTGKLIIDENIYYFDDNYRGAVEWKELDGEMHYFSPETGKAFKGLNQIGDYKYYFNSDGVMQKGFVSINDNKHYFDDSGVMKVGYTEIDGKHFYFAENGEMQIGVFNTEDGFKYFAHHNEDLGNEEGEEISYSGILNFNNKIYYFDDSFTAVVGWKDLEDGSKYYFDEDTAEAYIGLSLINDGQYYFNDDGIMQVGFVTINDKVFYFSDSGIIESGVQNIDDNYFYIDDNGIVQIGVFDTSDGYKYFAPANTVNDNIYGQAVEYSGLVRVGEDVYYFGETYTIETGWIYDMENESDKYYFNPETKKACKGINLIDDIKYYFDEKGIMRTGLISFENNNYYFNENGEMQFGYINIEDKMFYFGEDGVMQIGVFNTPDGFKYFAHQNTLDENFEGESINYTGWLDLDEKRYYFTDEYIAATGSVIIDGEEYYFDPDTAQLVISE
Rv3671c inh: inhibits the M. tuberculosis serine protease Rv3671c; P9WHR9; inhibition, % at 5.96 µM; 320,000 tested, 0.048% active; in the data active = inhibition above about 38%;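 note: extracellular domain of Rv3671c used as enzyme; 0% = enzyme with DMSO and 100% = no enzyme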
Vc quorum ag: induces V. cholerae light production without autoinducers. 350,000 tested, 0.16% active. activation, % at 18.7 µM. V. cholerae BH1578 lux reporter, luminescence, 6 h; in the data active = activation mostly above about 9.7%, no sharp cut-off; note: not every result past the cut was called active; inactives centre near 0; reference of the scale not given here
DUSP3 inh: DUSP3 (human) phosphatase inhibition | P51452 | 290,000 tested, 0.52% active | inhibition, % at 13.3 µM | recombinant VHR phosphatase, pNPP absorbance; in the data active = inhibition above about 50%; note: some compounds called inactive have numbers as strong as hits
Y pestis TopoI: inhibitors of Yersinia pestis topoisomerase I; activity, % at 10 µM; 360,000 tested, 0.064% active; AID 504884; Y. pestis Topo-I cleavage product accumulation, plate reader; in the data active = activity above about 50%, passing the limit was not always enough; note: inactives centre near 2
3CLpro inhibitor: SARS-CoV 3CLpro protease inhibition | 290,000 tested, 0.14% active | P0C6X7 | inhibition, % at 6 µM | recombinant SARS-CoV 3CLpro, quenched FRET peptide cleavage; in the data active = inhibition above about 12%
Anthrax LF inh2: anthrax lethal factor protease inhibition; 360,000 tested, 0.12% active; P15917; inhibition, % at 10 µM; multiplex microsphere protease cleavage assay, LF; in the data active = inhibition above about 30%; note: plate controls were buffer without enzyme for full effect and enzyme alone for no effect
MazF activator: MazEF (E. coli) toxin RNase activation. FAM/BHQ RNA-DNA oligo cleavage fluorescence, 5 h. activation, % at 20 µM. 350,000 tested, 0.32% active; in the data active = activation above about 50%
PfHsp40 rescue: restores yeast growth despite PfHsp40 toxicity; S. cerevisiae expressing PfHsp40, growth rescue, ATP luminescence; 340,000 tested, 0.68% active; growth rescue, % at 12.5 µM; AID 504582; in the data active = growth rescue above about 28%, passing the limit was not always enough;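 note: yeast W303a lacking pdr1 and pdr3 grown in galactose medium; growth measured after three days at 30 °C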
Starred values were filed as active, the others as inactive; i = inactive; · = not tested or not shown; & = joins results of further samples; ! = repeats disagree.

Compound | SSB-PriA inh | TcdB GH inh | Rv3671c inh | Vc quorum ag | DUSP3 inh | Y pestis TopoI | 3CLpro inhibitor | Anthrax LF inh2 | MazF activator | PfHsp40 rescue
COc1cccc(NC(=O)CN2C(=O)c3cccnc3Oc3ccc(Cl)cc32)c1 | 6 | 3.3 | -23 | -0.9 | 2 | 10 | 3 | 4 | -10 | 0.5
C=CCNC(=O)C1CCC(CNc2nc(=S)[nH]c3ccccc23)CC1 (centres undefined) | -2 | -0.7 | 4 | -0.4 | 10 | -11 | -5 | 19 | 7 | 9.3
Nc1nc(SCC(=O)Nc2ccc(Br)cc2F)n[nH]1 | -4 | · | -5 | -0.3 | -5 | 1 | 3 | -1 | 1 | 0.0
Cc1nn2c(-c3ccc(Cl)cc3)nnc2s1 | -11 | · | 4 | i | -11 | 5 | -1 | -2 | 3 | 1.1
C=CCN1C(=O)/C(=C2/Sc3ccccc3N2CC)SC1=S | -8 | 2.2 | 5 | -0.1 | 11 | -2 | 4 | -1 | 162* | 0.2
CCCn1c(SCC(=O)NC(=O)NCc2ccccc2)n[nH]c1=O | -5 | 1.5 | 6 | i | · | 0 | · | -7 | -18 | -1.1
c1ccc(CCNc2ccc3c(c2)Cc2ccccc2-3)nc1 | 2 | -1.3 | · | 0.1 | · | 21 | · | 0 | 8 | 16
O=c1[nH]n(Cc2ccccc2)c(=O)c2ccccc12 | -5 | 1.8 | 5 | -0.2 | 33 | 7 | -4 | -3 | -4 | -0.1
Cc1cc2ccccc2n1CCNC(=O)C1CCCCC1 | 30 | 1.0 | 0 | 1.0 | -15 | 5 | 5 | 27 | -5 | 0.2
CC(O)(c1ccc(F)c(F)c1)c1nc(-c2ccccc2)cs1 (centres undefined) | · | 1.3 | · | 0.7 | · | -6 | · | -8 | · | ·
CCCCN1CCN=C1Nc1ccccc1 | -11 | -0.4 | 7 | i | 32 | 5 | 3 | 8 | 9 | 0.3
COc1ccc(N(CC(=O)O)S(=O)(=O)c2ccc(C)cc2)cc1Cl | -7 | 0.1 | 14 | 0.1 | 10 | 3 | 3 | 4 | 0 | 0.7
O=C(NCc1ccc2c(c1)OCO2)c1cc(-n2cnnc2)ccc1Cl | -18 | · | -3 | i | 2 | 2 | -3 | -1 | 5 | 0.4
COc1ccccc1N(C)S(=O)(=O)c1ccc(Cl)c(C(=O)NCc2ccco2)c1 | 4 | 1.7 | 5 | -5.9 | · | -6 | · | -4 | -5 | 2.2
Cc1ccccc1OCC(=O)OCC(=O)NCc1ccccc1Cl | -12 | -5.6 | -7 | i | · | 10 | · | 4 | -6 | -1.4

Continuation:
Compound | SSB-PriA inh | TcdB GH inh | Rv3671c inh | Vc quorum ag | DUSP3 inh | Y pestis TopoI | 3CLpro inhibitor | Anthrax LF inh2 | MazF activator | PfHsp40 rescue
O=C(N/N=C/c1cccc(NC(=O)c2ccc(Cl)cc2)c1)c1cccc(O)c1 | i | 0.9 | -156 | -0.6 | 30 | -12 | -2 | -4 | 8 | 0.4
O=C(CSc1ccc2nnc(CCNC(=O)c3ccccc3)n2n1)Nc1ccc(F)cc1F | 0 | 2.3 | 2 | 0.7 | 14 | 2 | -2 | -1 | -1 | -1.0
CCNC(=O)C1(C)CCN(C(=O)c2cccc(C#N)c2)C1 (centres undefined) | · | 0.1 | · | i | · | 1 | · | 7 | · | ·
Cc1cc(C(=O)NC2CCCCC2)c(C)o1 | -4 | 0.1 | 4 | -3.7 | · | 6 | · | -6 | -2 | -1.0
COC(=O)C(O)(CC(=O)Nc1ccc(OC)cc1)C(F)(F)F (centres undefined) | 0 | · | -1 | -5.4 | -14 | 4 | -3 | 2 | 4 | -0.3
O=C(Nc1ccc(C(F)(F)F)cc1[N+](=O)[O-])O[C@H]1[C@H](Cc2ccccc2)NS(=O)(=O)[C@H]2C[C@@H]3C=C[C@]12O3 | 8 | -3.7 | -13 | -0.7 | · | -8 | · | -14 | 5 | 1.8
CCOC(=O)N1CCN(S(=O)(=O)c2ccc(C(=O)N(CCCN(C)C)c3nc4c(F)cc(F)cc4s3)cc2)CC1 | 4&-13 | 1.8 | -2 | i | · | -12 | · | -7 | 5 | 20
COC(=O)C(C(C)C)N1CCc2c(C)nc3c(C#N)cnn3c21 (centres undefined) | 0 | 0.9 | 4 | -0.6 | 35 | -8 | 4 | -2 | 0 | -0.4
O=C(COc1ccc(-c2nnco2)cc1)Nc1ccc(F)c(Cl)c1 | -11 | 0.9 | -14 | i | · | -4 | · | -4 | 11 | 1.1
CCOC(=O)Cc1nnc(NC(=O)Nc2ccccc2)s1 | 8 | · | -34 | i | 14 | -2 | 7 | -2 | 11 | 0.2
CCOC(=O)C1C2C=CC3(CN(C4CCCC4)C(=O)C13)O2 (centres undefined) | -6 | · | 3 | -6.2 | 28 | -2 | 3 | -4 | 2 | -0.4
CC1(C)CC[C@]2(C(=O)O)CC[C@]3(C)C(=CCC4[C@@]5(C)CC[C@H](O)C(C)(C)C5CC[C@]43C)C2C1 (some centres undefined) | -1 | -5.8 | 5 | -3.0 | 12 | 2 | -3 | 4 | -23 | 1.9
Cc1ccc(-c2ccc3nnc(SCC(N)=O)n3n2)cc1 | -8 | -0.4 | 7 | -0.4 | -2 | 2 | -2 | -10 | 8 | 0.4
CSc1nnc2c3cc(F)ccc3n(C)c2n1 | 0 | 1.4 | 0 | -1.3 | 22 | -4 | -2 | 4 | 13 | 16
Cc1cc(C)c(C2=NOC3C4CCC(C4)C23)c(C)c1 (centres undefined) | -36 | 0.7 | -5 | -0.2 | -5 | 4 | -6 | 1 | -4 | 0.3

Remaining list, next part
Compound | SSB-PriA inh | TcdB GH inh | Rv3671c inh | Vc quorum ag | DUSP3 inh | Y pestis TopoI | 3CLpro inhibitor | Anthrax LF inh2 | MazF activator | PfHsp40 rescue
Cc1cc2c(=O)n(CC(=O)N3CCN(c4ccc(F)cc4)CC3)cnc2s1 | -23 | · | -7 | -0.4 | 10 | -9 | 3 | -2 | -1 | -0.1
O=C(N/N=C/c1c(O)n(-c2cccc3ccccc23)c(=O)[nH]c1=O)c1ccncc1 | · | -4.3 | -26 | i | 9 | -4 | 2 | 10 | -40 | 0.9
COc1ccc(S(=O)(=O)Cc2ccc(C(=O)N3CCN(c4ccccn4)CC3)o2)cc1 | -1 | · | 5 | -0.5 | 12 | -7 | 3 | 0 | 9 | -0.4
Cn1c(C(=O)N2CCCC(C(=O)NCCCSC3CCCCC3)C2)cc2sccc21 (centres undefined) | 9 | · | -5 | i | 29 | 6 | 2 | -7 | -6 | 2.5
CCn1c(NC(=O)c2cccc(Cn3cc(Cl)cn3)c2)nc2ccccc21 | -17 | 0.7 | 2 | -0.3 | 51* | 20 | 0 | -6 | 10 | 0.5
Cc1ccccc1OCC(=O)OCC(=O)Nc1cc(S(=O)(=O)N2CCCCC2)ccc1Cl | -9 | 2.6 | -1 | 5.7 | · | 31 | · | 3 | -1 | -0.9
CC1=NCCN1S(=O)(=O)c1cc([N+](=O)[O-])ccc1Cl | 35*! | -1.6 | -15 | i | 1 | -7 | 3 | -1 | 2 | 1.2
COc1ccc(N=Nc2c(-c3ccc(OC)cc3)[nH]oc2=O)cc1 | 3 | 1.5 | 4 | 1.0 | 0 | -4 | -5 | -10 | 61* | 2.2
COc1ccc(C(=O)c2ccc(Br)cc2)c2ccccc12 | -10 | 0.2 | -10 | -0.8 | · | -5 | · | -7 | -13 | 0.3
O=C(CSc1nccn1Cc1ccccc1)Nc1ccccc1 | -3&8 | -6.2 | -5 | -0.4 | 12 | -5 | -2 | 1 | -3 | -0.5
Fc1ccccc1COc1ccc2ccccc2c1CNc1nn[nH]n1 | -22 | 0.0 | 2 | 0.4 | 34 | 1 | 4 | 0 | -9 | 0.6
O=C(OCc1csc(-c2ccccc2)n1)c1ccccc1O | -72 | 1.0 | 4 | -0.3 | 11 | 1 | 3 | -1 | -7 | -2.1
O=C1/C(=C/c2cccc([N+](=O)[O-])c2)CSc2ccc(Cl)cc21 | -1 | 1.4 | 9 | i | 27 | 2 | 1 | 30* | -3 | -0.9
Cc1cccc(NC(=O)CSc2nc3nc(C)cc(C)c3c(=O)[nH]2)c1 | -1 | · | 3 | 0.5 | 36 | 4 | 1 | 0 | -1 | -0.6
COc1ccc2c(c1)nc(SCC(=O)C(C)(C)C)n2C | -11 | · | -2 | -0.5 | 3 | 0 | 2 | -1 | -14 | 0.7

The list goes on:
Compound | SSB-PriA inh | TcdB GH inh | Rv3671c inh | Vc quorum ag | DUSP3 inh | Y pestis TopoI | 3CLpro inhibitor | Anthrax LF inh2 | MazF activator | PfHsp40 rescue
COc1ccc(CNC(=O)CSc2cccc3cccnc23)cc1 | 0 | -0.2 | 8 | 0.8 | 21 | -2 | 6 | -13 | 12 | 1.5
O=c1c2ccccc2nc(-c2ccccc2)n1-c1ccccn1 | -24 | 0.7 | 7 | 1.7 | 34 | 3 | -3 | -14 | -2 | -0.3
COc1ccc(CCN(C)C(=O)c2ccc(S(=O)(=O)Nc3ccccc3C)cc2)cc1OC | -9 | 0.2 | -1 | · | 1 | · | -3 | · | 2 | ·
Cc1nn(C)c(C)c1S(=O)(=O)Nc1ccc2c(c1)OCO2 | 15 | · | 4 | -0.4 | 11 | 2 | -2 | 0 | 3 | -0.8
O=C(O)/C(=C\c1ccc(Br)cc1)c1ccc(S(=O)(=O)N2CCCCC2)s1 | -11 | -0.4 | -8 | -0.2 | 15 | 1 | 4 | 0 | -28 | 2.2
CSc1nc2nc3c(cc2c(=O)n1-c1ccccc1C)CCCC3 | -14 | 1.6 | 3 | i | 13 | 10 | -2 | -1 | 0 | 0.1
O=C(CN1CCN(C2CCCCC2)CC1)Nc1cccc2ccccc12 | -6 | -1.4 | 4 | -0.2 | 26 | -4 | -2 | 1 | -1 | -0.3
COc1ccc(-c2cc(C(=O)NC(Cc3c[nH]c4ccccc34)C(=O)O)c(C)o2)cc1OC (centres undefined) | -21 | -0.4 | -9 | -0.1 | 3 | -5 | -1 | -1 | -1 | -0.2
COC(=O)Cc1cc(=O)oc2c(C)c(O)ccc12 | 5 | · | -4 | i | -4 | 1 | -6 | 2 | 0 | 1.6
COC(=O)COn1c(SCC(=O)OC)nc2ccccc2c1=O | -4 | · | -8 | -0.3 | 11 | -6 | -5 | -4 | -6 | -0.4
O=C(NC1CCCCC1)C1CCC(CNS(=O)(=O)c2cccc3nsnc23)CC1 (centres undefined) | -1 | 0.2 | -1 | -0.3 | 17 | -9 | -3 | -5 | 13 | 0.1

Given with values under each structure: two of the compounds above.
Order of results: SSB-PriA inh | TcdB GH inh | Rv3671c inh | Vc quorum ag | DUSP3 inh | Y pestis TopoI | 3CLpro inhibitor | Anthrax LF inh2 | MazF activator | PfHsp40 rescue
COC(=O)Cc1cc(=O)oc2c(C)c(O)ccc12
→ 5 | · | -4 | i | -4 | 1 | -6 | 2 | 0 | 1.6
COC(=O)COn1c(SCC(=O)OC)nc2ccccc2c1=O
→ -4 | · | -8 | -0.3 | 11 | -6 | -5 | -4 | -6 | -0.4

4 compounds from above, reduced to Y pestis TopoI:
molecule,Y pestis TopoI
O=C(CN1CCN(C2CCCCC2)CC1)Nc1cccc2ccccc12,-4
COc1ccc(-c2cc(C(=O)NC(Cc3c[nH]c4ccccc34)C(=O)O)c(C)o2)cc1OC (centres undefined),-5
COC(=O)Cc1cc(=O)oc2c(C)c(O)ccc12,1
COC(=O)COn1c(SCC(=O)OC)nc2ccccc2c1=O,-6

Entries of single compounds, looked up by structure. Order of screens: SSB-PriA inh	TcdB GH inh	Rv3671c inh	Vc quorum ag	DUSP3 inh	Y pestis TopoI	3CLpro inhibitor	Anthrax LF inh2	MazF activator	PfHsp40 rescue
`O=C(NC1CCCCC1)C1CCC(CNS(=O)(=O)c2cccc3nsnc23)CC1` (centres undefined) in the list: -1	0.2	-1	-0.3	17	-9	-3	-5	13	0.1
`COC(=O)Cc1cc(=O)oc2c(C)c(O)ccc12` in the list: 5	·	-4	i	-4	1	-6	2	0	1.6
`Cc1nn(C)c(C)c1S(=O)(=O)Nc1ccc2c(c1)OCO2` in the list: 15	·	4	-0.4	11	2	-2	0	3	-0.8
`O=C(CN1CCN(C2CCCCC2)CC1)Nc1cccc2ccccc12` in the list: -6	-1.4	4	-0.2	26	-4	-2	1	-1	-0.3
`COc1ccc(-c2cc(C(=O)NC(Cc3c[nH]c4ccccc34)C(=O)O)c(C)o2)cc1OC` (centres undefined) in the list: -21	-0.4	-9	-0.1	3	-5	-1	-1	-1	-0.2

The list is partial (hit frequency here may not be typical).
